# Screening data from PubChem BioAssay.
# CatS inh – blocks human cathepsin S protease activity; P25774; inhibition, %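 (tested at 5 µM per compound within 10-compound mixtures)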; actives 0.06% (n = 62,000); recombinant cathepsin S, AMC dipeptide fluorescence, pooled mixtures; in the data active means inhibition above about 32%, passing the limit was not always enough;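 further: 0% = enzyme without compound and 100% = blank without enzyme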
# CatB inh – blocks human cathepsin B protease activity; inhibition, %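 (tested at 10 µM)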; P07858; purified cathepsin B, fluorogenic substrate, fluorescence; actives 0.1% (n = 63,000); in the data active means inhibition above about 21%;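 further: 0% = enzyme with no compound and 100% = no enzyme blank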
# FXIa inh mix – inhibitors of human coagulation factor XIa, pooled mixtures. purified FXIa, fluorogenic substrate. actives 0.19% (n = 62,000). AID 680. inhibition, % at 5 µM; in the data active means inhibition above about 20%, passing the limit was not always enough;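 further: each value is inhibition by a whole ten-compound pool holding the compound; 0% = enzyme with no mixture and 100% = wells lacking enzyme; strong numbers were not always called active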
# C1s inh – blocks human complement C1s protease activity. P09871. purified C1s, fluorogenic AMC substrate, pooled mixtures. mean inhibition % of two 10-compound mixtures (hits give high values), % at 5 µM (by protocol). actives 0.16% (n = 62,000). AID 538;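 active means inhibition above 20% in each of the two 10-compound mixture wells holding the compound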;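 further: 0% = enzyme wells lacking compound mixture and 100% = no-enzyme blank wells; some compounds called inactive have numbers as strong as hits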
# CatL inh – inhibitors of human cathepsin L; purified cathepsin L, fluorogenic substrate, fluorescence; actives 0.17% (n = 58,000); inhibition, %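 (tested at 10 µM)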; P07711; in the data active means inhibition above about 45%;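 further: 0% = enzyme with no compound and 100% = no enzyme blank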
# Cathepsin G inh – blocks human cathepsin G enzyme activity; P08311; purified enzyme, AMC-tetrapeptide fluorescence, pooled mixtures; inhibition, % at 5 µM (by protocol); actives 0.2% (n = 62,000); AID 581;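 active means inhibition above 20% in each of the two mixture wells holding the compound; inactive means inhibition of 20% or less in either well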;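 further: 0% = enzyme control without mixture and 100% = blank lacking enzyme; strong numbers were not always called active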
# CatB mixtures – human cathepsin B inhibition by mixtures | Purified cathepsin B, AMC dipeptide fluorescence, compound mixtures | inhibition, %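 (ten-compound pools at 5 µM per compound and 50 µM total)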 | actives 0.06% (n = 62,000) | AID 488; in the data active means inhibition above about 22%, passing the limit was not always enough;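 further: 0% = enzyme without compound and 100% = no enzyme blank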
# AP complement – alternative pathway complement inhibition, orthogonal assay | Human serum alternative complement pathway, LPS-coated ELISA, C3 deposition; tested in compound mixtures | inhibition, % at 5 µM | actives 0.08% (n = 62,000) | AID 1235;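 active means inhibition above 30% in each of the two pooled mixtures holding the compound, so the lower value exceeds 30%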;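 further: 0% = serum in Mg-EGTA without compound and 100% = EDTA serum blank; some compounds past the cut are filed as inactive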
#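 Test system – human serum alternative complement pathway, C3 deposition on LPS-coated wells · Buffer or medium – diluted human serum in Mg2+-EGTA GVB++ · Compound dosing – 5 µM each compound, pools of ten, 50 µM per pool · Schedule – 1 h serum-compound exposure at 37 °C · Measured by – Anti-C3 ELISA, OD 450 nm · Read-out basis – percent inhibition of C3 deposition onto LPS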
# Ec RNAP inh – inhibitors of Escherichia coli RNA polymerase. E. coli RNA polymerase, fluorescence transcription assay. inhibition, %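 (tested at 10 µM)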. actives 0.2% (n = 62,000); in the data active means inhibition above about 20%;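 further: 0% = enzyme without compound and 100% = no enzyme blank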
# Target sequence (P0A8V2 whole entry, looked up): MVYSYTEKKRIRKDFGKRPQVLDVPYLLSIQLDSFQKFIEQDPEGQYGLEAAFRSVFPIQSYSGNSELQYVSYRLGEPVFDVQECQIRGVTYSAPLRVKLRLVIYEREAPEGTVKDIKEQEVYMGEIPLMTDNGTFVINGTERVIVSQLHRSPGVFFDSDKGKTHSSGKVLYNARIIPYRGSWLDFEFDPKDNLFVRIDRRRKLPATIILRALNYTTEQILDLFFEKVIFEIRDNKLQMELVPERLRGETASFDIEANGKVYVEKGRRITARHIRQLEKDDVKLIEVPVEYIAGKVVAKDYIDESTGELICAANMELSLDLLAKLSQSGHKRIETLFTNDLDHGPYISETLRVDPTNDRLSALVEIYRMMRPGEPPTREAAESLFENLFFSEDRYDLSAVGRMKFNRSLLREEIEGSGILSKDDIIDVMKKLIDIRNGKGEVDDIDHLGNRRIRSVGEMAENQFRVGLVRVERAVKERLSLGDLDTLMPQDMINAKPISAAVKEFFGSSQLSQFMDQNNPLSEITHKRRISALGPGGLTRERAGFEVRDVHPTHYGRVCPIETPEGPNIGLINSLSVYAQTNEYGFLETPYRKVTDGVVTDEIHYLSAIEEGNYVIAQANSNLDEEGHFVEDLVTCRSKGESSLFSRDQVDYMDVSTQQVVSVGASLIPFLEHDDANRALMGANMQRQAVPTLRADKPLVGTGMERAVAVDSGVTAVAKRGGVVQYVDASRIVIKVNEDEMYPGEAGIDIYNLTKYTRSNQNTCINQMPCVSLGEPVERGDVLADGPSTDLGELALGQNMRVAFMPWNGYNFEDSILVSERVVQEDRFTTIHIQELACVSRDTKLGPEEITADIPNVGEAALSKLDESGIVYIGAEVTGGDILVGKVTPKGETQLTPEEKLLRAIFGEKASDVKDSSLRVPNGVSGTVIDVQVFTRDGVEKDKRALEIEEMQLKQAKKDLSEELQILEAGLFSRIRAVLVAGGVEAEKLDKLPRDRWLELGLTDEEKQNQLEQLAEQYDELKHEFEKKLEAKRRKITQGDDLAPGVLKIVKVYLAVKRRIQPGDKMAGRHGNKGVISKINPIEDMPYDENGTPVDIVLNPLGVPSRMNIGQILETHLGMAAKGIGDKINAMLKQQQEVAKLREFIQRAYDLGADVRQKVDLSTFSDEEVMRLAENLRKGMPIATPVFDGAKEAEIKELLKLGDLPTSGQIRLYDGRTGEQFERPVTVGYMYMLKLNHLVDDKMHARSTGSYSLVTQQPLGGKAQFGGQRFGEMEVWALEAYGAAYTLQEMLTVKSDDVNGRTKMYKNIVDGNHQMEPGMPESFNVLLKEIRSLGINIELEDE
# * hit, by the source's call; nt = not tested or not shown. These rows are one share of the data. The share of hits here may be higher or lower than overall.
SMILES,CatS inh,CatB inh,FXIa inh mix,C1s inh,CatL inh,Cathepsin G inh,CatB mixtures,AP complement,Ec RNAP inh
O=C(NC1=NCCS1)c1cc(-c2ccccc2)nn1-c1ccccc1,-5,7,4,12,nt,7,20,7,12
O=C(CCC1CCCC1)N1CCN(C(=O)C2CC2)CC1,-6,2,7,13,-2,8,3,22,0
C=CCC1CCCCC12NC(=O)NC2=O (centres undefined),0,nt,9,1,nt,0,0,0,nt
COc1ccccc1N1CCN(C(=O)CN(c2cc(C)cc(C)c2)S(C)(=O)=O)CC1,-6,2,9,-10,-2,-11,2,4,-4
CCS(=O)(=O)N1CCC(C(=O)NCC2CCCO2)CC1 (centres undefined),-3,7,6,12,4,10,2,13,4
COc1ccc(-c2nnc3ccc(SCC(=O)NCc4ccco4)nn23)cc1OC,6,2,6,0,2,-2,0,12,1
O=C1CC(N2CCN(Cc3ccccc3)CC2)C(=O)N1c1ccccc1 (centres undefined),-9,2,1,-16,-8,-17,1,-11,-4
COc1ccc(NC(=O)c2cc(-c3ccc(C)o3)nc3ccccc23)cc1OC,11,3,1,11,nt,12,1,6,4
Nc1nonc1C(=O)NCCNCc1cc(Br)ccc1OCc1ccc(F)cc1,-4,9,3,-3,-2,-3,4,15,nt
CCOC(=O)Nc1ccc2c(c1)N(C(=O)CCN(C)C)c1ccccc1S2,-3,-2,11,3,2,1,4,9,nt
Cc1cccc(C)c1NC(=O)CCCSc1nnnn1C,10,3,5,3,nt,2,0,8,8
Cc1nn(-c2cccc(Cl)c2)c2c1C(c1cccnc1)C(C#N)=C(N)O2 (centres undefined),-3,2,7,7,-3,12,0,5,6
O=C1CCC(=O)N1CCOP1(=O)COc2ccccc2OC1,11,3,1,-10,-16,-12,3,-4,-7
Cc1c(C(=O)Nc2ccccc2)sc2nc(-c3ccccc3)cn12,-1,0,-8,-2,13,-1,-5,1,0
O=C(Nn1c(-c2ccccc2)nc2ccccc2c1=O)c1ccco1,7,-2,9,-8,-6,2,-3,7,0

# Taken from above:
# C1s inh with CCOC(=O)Nc1ccc2c(c1)N(C(=O)CCN(C)C)c1ccccc1S2 reads 3
# CatB mixtures with O=C(Nn1c(-c2ccccc2)nc2ccccc2c1=O)c1ccco1 reads -3

# (further entries)
SMILES,CatS inh,CatB inh,FXIa inh mix,C1s inh,CatL inh,Cathepsin G inh,CatB mixtures,AP complement,Ec RNAP inh
c1coc(Cn2nnnc2CN2CCN(C3CCCCC3)CC2)c1,2,2,-1,17,-8,9,3,11,2
O=C(NCc1ccccn1)c1cn(CCc2ccccc2)nn1,-2,4,8,12,2,9,2,-3,9
CCOc1ccc(C(=O)N2CCN=C2SC)cc1OCC,-24,2,14,-165,-4,-26,-16,11,-3
O=C(c1ccccc1)c1ccc(N2CCCC2)cc1,30,6,4,-19,13,9,6,12,8
COC(=O)c1cc(-c2ccc(OC)c(OC)c2)on1,1,1,4,13,0,9,3,7,9
Cc1cccc(C)c1N1CCN(S(=O)(=O)c2ccc(F)cc2)CC1,1,1,-4,-3,27,8,0,10,5
CC(C)c1c(O)nc(SCC(=O)Nc2ccc3c(c2)CCC3)[nH]c1=O,5,-5,6,0,27,-1,5,9,10
O=C(O)Cc1nc2nc3c(c(=O)n2[nH]1)CCCC3,11,8,3,21,14,13,1,-7,12
CC(C)CNc1cc(Cl)c(S(=O)(=O)NCC(C)C)cc1C(=O)O,-1,3,-3,-51,7,-13,-3,-12,-1
Fc1cccc(CSc2nc3ccncc3[nH]2)c1,-8,3,-6,-34,16,6,1,16,4
O=C1C=C(NC2CC2)C2(CCCCC2)O1,3,3,0,20,5,14,6,10,10
Cc1ccc(-n2nnnc2SCC(=O)c2c(N)n(CC(C)C)c(=O)n(C)c2=O)cc1,10,3,-6,-11,15,8,-4,8,9
Cc1ccnc(NS(=O)(=O)c2ccc(NC(=O)C3CCCCC3)cc2)n1,16,6,-4,-3,4,9,2,3,7
COc1ccc(CCn2c(NCc3ccco3)nc3c2c(=O)[nH]c(=O)n3C)cc1,6,-1,-10,-5,30,6,-2,10,nt
Cn1c(-c2ccc(CN3CCCCC3)o2)nc2ccccc21,-13,2,0,-8,-23,-11,2,12,nt

# Rewritten with two lines to a compound: part of the list above.
# Results follow in this order: CatS inh | CatB inh | FXIa inh mix | C1s inh | CatL inh | Cathepsin G inh | CatB mixtures | AP complement | Ec RNAP inh
CCOc1ccc(C(=O)N2CCN=C2SC)cc1OCC
  -24 | 2 | 14 | -165 | -4 | -26 | -16 | 11 | -3
O=C(c1ccccc1)c1ccc(N2CCCC2)cc1
  30 | 6 | 4 | -19 | 13 | 9 | 6 | 12 | 8
COC(=O)c1cc(-c2ccc(OC)c(OC)c2)on1
  1 | 1 | 4 | 13 | 0 | 9 | 3 | 7 | 9

# (next part)
SMILES,CatS inh,CatB inh,FXIa inh mix,C1s inh,CatL inh,Cathepsin G inh,CatB mixtures,AP complement,Ec RNAP inh
COCCNC(=O)C(c1cccs1)N(C(=O)Cn1nnc2ccccc21)c1ccccc1 (centres undefined),-10,3,3,3,-21,2,2,17,2
CCOc1ccc(OCc2ccc(C(=O)NCC3CCCO3)o2)cc1 (centres undefined),-20,7,-32,-233,22,-21,-16,11,5
N#Cc1ccc(N2CCN(C(=O)c3cccc(F)c3)CC2)c(F)c1,4,7,4,-40,9,-2,7,3,4
CN(C(=O)c1cccs1)c1ccccc1C(=O)O,3,2,4,11,1,11,3,12,7
CCOC(=O)C1CCN(C(=O)CSC2=NCCS2)CC1,5,5,1,-7,6,-3,5,9,5
Cc1c(CN2CCC(C)CC2)c(=O)n(-c2ccccc2)n1C,-1,nt,-12,-50,nt,2,0,13,nt
CCOc1ccc(C(=O)COC(C)=O)cc1,-3,-1,9,20,nt,10,2,18,-1
COc1cc(C(=O)N2CCN(S(=O)(=O)c3ccc(C)cc3)CC2)ccc1OCc1c(C)noc1C,10,4,2,11,3,10,2,9,12
COc1ccc(CC(=O)Nc2cc(C)ccn2)cc1,-2,4,4,16,-3,14,5,21,5
O=C(CSc1nnnn1Cc1ccccc1)Nc1ccc2c(c1)OCO2,-7,1,3,1,12,2,1,3,5
C=CCn1cc(C(=O)NCc2cccnc2)c(=O)c2cc(S(=O)(=O)N(CC)CC)ccc21,18,5,4,-7,nt,1,5,3,8
N#Cc1nc(-c2ccco2)oc1NCCCN1CCOCC1,13,5,2,3,-7,11,3,6,6
O=c1c2c(nc3cc(-c4ccccc4)[nH]n13)CCC2,-24,-3,-32,-160,-7,-16,-11,17,-3
Cc1ccc(CNC(=O)CN2CCC(C(N)=O)CC2)cc1,1,0,5,12,9,10,5,8,10
COC(=O)c1cc2c(cc1NC(=O)CSCCc1ccccn1)OCO2,4,6,7,22,31,13,6,14,6
O=C(c1nc2nc(-c3ccc(Cl)cc3)cc(C(F)(F)F)n2n1)N1CCOCC1,11,0,3,0,-22,3,0,11,6
CN1Cc2sc(N)c(C#N)c2CC1(C)C,2,0,1,-10,4,-3,0,-15,2
CC(C)CCNc1nc2c(c(=O)[nH]c(=O)n2C)n1CC(O)COC(C)C (centres undefined),-5,3,-8,-62,3,0,-6,16,nt
CC(=O)Nc1ccc(S(=O)(=O)NCc2csc(-c3cccnc3)n2)cc1,-7,-1,-2,-12,1,7,4,14,4
O=C(CSCC(=O)NC1CC1)Nc1ccccc1,13,7,2,34,8,-10,7,-10,1
CCc1nnc(NC(=O)Nc2ccc(OC)cc2)s1,0,-4,5,-23,19,-4,3,14,11
CCn1c(/C=N/n2cnnc2)nc2ccccc21,-1,0,8,5,nt,11,3,14,4
COc1ccc(OC)c(S(=O)(=O)N(C)CC(=O)Nc2ccc3c(c2)OCCO3)c1,4,1,14,11,-1,7,5,11,3
N#CC1(c2ccccc2)CCCN1C(=O)c1ccco1 (centres undefined),15,5,7,-12,12,0,5,-9,8
Cn1c(=O)[nH]c(=O)c2c1nc(N1CCOCC1)n2CCN1CCOCC1,7,1,3,13,27,10,4,13,11
Cc1ccc(C(C)NC(=O)c2ccco2)cc1C (centres undefined),-4,6,2,-32,8,3,0,14,5
CN1CCN(C(c2cccc(C(F)(F)F)c2)c2nnnn2C(C)(C)C)CC1 (centres undefined),35,1,1,-65,10,5,41,3,9
Cc1cccn2c(=O)c3cc(C(=O)NCc4ccccc4)c(=N)n(CCCN4CCOCC4)c3nc12,3,-10,-10,-74,-247,-3,-1,6,-5
COc1cccc(OCc2nc3c4cnn(-c5ccccc5)c4ncn3n2)c1,-9,6,-2,-6,2,9,3,6,5
COc1cc2c(cc1NC(=O)CSc1nnnn1-c1ccccc1)oc1ccccc12,9,0,2,5,2,2,3,2,10
CCCCN(CC)C(=O)C1CCC(=O)N(c2ccc(OC)cc2)C1c1ccc(OC)c(OC)c1 (centres undefined),18,3,9,-1,7,2,7,3,9
C=CCNC(=O)c1ccc(C)cc1Cl,10,4,-6,5,7,9,0,3,6
O=C1CC(N2CCOCC2)C(=O)N1c1ccc2c(c1)OCO2 (centres undefined),-6,0,1,1,-1,7,-7,18,7
COc1ccc(CCNc2nnc(Sc3nnnn3-c3ccccc3)s2)cc1OC,-6,1,4,-24,2,-7,-1,-2,0
C=CCOC(=O)COc1ccc2c(C)c(C)c(=O)oc2c1,12,5,-2,1,1,8,2,10,8
O=C(NCCN1CCc2ccccc2C1)Nc1ccc(F)cc1,5,5,5,19,nt,12,6,18,9
Cc1ccc(C)c(N(C(=O)Cn2nnc3ccccc32)C(C(=O)NCc2ccco2)c2ccncc2)c1 (centres undefined),-2,-1,2,-11,8,-5,0,-7,4
COC(=O)c1sccc1NC(=O)c1cc(C)on1,-4,6,8,16,3,10,5,13,9
COc1ccc(NC(=O)NCCN2CCN(c3cccc(Cl)c3)CC2)cc1,0,4,4,12,nt,8,-1,16,2
Cc1nn2c(-n3ccnc3)c3c(nc2c1-c1ccccc1)CCC3,17,0,22,31,6,23,9,7,nt
Cc1nc(N2CCN(c3ccccc3)CC2)c2c3c(sc2n1)CCC3,9,6,6,-28,12,6,0,1,13
CC(c1ccccc1)C(CC(=O)O)C(=O)NC1CCCCC1 (centres undefined),-3,2,8,5,3,8,-2,9,6
CCSc1ccccc1C(=O)Nc1cccc(OC)c1,9,3,-8,-25,4,5,0,0,10
CCOC(=O)N1CCC(N2Cc3cccc(C(=O)Nc4cc(F)ccc4F)c3C2=O)CC1,-1,1,2,4,-3,16,3,21,5
COc1ccccc1S(=O)Cc1ccc(C(=O)NC2CCCC2)o1 (centres undefined),26,6,7,-59,nt,-3,3,7,9
CCc1c(C)nc2c(C#N)c[nH]n2c1=O,8,6,7,13,15,9,4,11,6
N#Cc1ccccc1OCCN1C(=O)c2ccccc2C1=O,-6,4,2,-7,-8,-8,0,11,-1
O=C(Cn1ccc2ccccc2c1=O)NCCC(=O)Nc1ccc2c(c1)OCCO2,-27,1,11,18,-3,10,4,12,-3
CC(=O)N1CCN(c2ccc(Oc3nnnn3-c3ccccc3)cc2)CC1,5,-2,8,-14,3,2,0,-1,-2
O=C(Nc1ccc2c(c1)OCO2)NC1CCN(Cc2ccccc2)CC1,-1,3,0,3,-1,-3,2,12,0
CCn1c(=O)cc(OCC(=O)NCc2ccco2)c2ccccc21,-1,1,1,-9,4,6,0,22,6
Cc1cc(C)cc(N(CC(=O)Nc2cccc(C)n2)S(=O)(=O)c2c(C)noc2C)c1,10,-4,20,3,29,2,-1,6,2
O=C(NC1CC2CCC1C2)c1ccc(CN2CCOCC2)cc1 (centres undefined),9,4,1,9,7,-1,4,0,8
Fc1ccc(C(c2ccc(F)cc2)N2CCN(C/C=C/c3ccccc3)CC2)cc1,5,4,1,3,0,10,-7,11,9
NC(=O)CN1C(=O)C2C3C=CC(C3)C2C1=O (centres undefined),-5,0,3,0,0,-1,2,6,2
